Screening data (PubChem)
PI4K2A block – inhibitors of human PI4K2A; Q9BTU6; purified PI4K2A, ADP-Glo luminescence, 1 h; hits give low values; activity change, negative = inhibition, % at 76.9 µM; 420,000 compounds, 0.13% hits; in the data active means activity change below about -50%; inconclusive means mostly about -30% to -49%;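 further: -100% = wells without enzyme as full effect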
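ADP-Glo luminescence measured ADP generated by PI4K2A enzyme (4 ug/mL before mixing) with 1.2 mM PI substrate (pre-mix) and 300 microM ATP (pre-mix). Tris pH7.5 buffer with MgCl2, Triton X-100; 1 h reaction at ambient temperature.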
ERG-DNA inh – blocks human ERG Ets domain binding to DNA | AID 624246 | fluorescence polarization, His-ERG Ets domain / labelled DNA | P11308 | 370,000 compounds, 0.028% hits | Potency, µM (doses to about 76.9 µM), for the others: at the top dose FP activity, negative = inhibition, actives largely listed as inhibitors; active means well fitted inhibition curve with a large enough effect in the polarisation, with a control signal flat; inconclusive means small, poorly fitted or top-dose-only effect, or effect the other way, or a change in a side signal; inactive means no such curve, though single readings can be large or run the other way; the % refers to the polarisation;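 further: polarization taken with two DNA probes labelled with fluorescein and Texas red; potency means the concentration at half of the fitted maximal effect; % of control where 0% means no effect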
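His-tagged ERG Ets domain (1 uM in the protein solution; 300mM KCl, 50mM Tris-HCl, 1mM EDTA, 1mM DTT, pH 7.5) received compound, then a probe mix of 5 nM fluorescein-DNA and 100nM Texas-615-DNA. Fluorescence polarization was read for both dyes.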
Pin1 inhibitor – blocks the human prolyl isomerase Pin1; Q13526; AID 504891; Pin1 FP peptide displacement, HiFluor488, 10 min; 390,000 compounds, 0.009% hits; Potency, µM (highest dose often 115 µM), for inactives: top-dose activity, negative = inhibition, most hits filed as inhibitors; active means well fitted inhibition curve with a large enough effect in the polarisation, with a control signal flat, not every such curve was filed as active; inconclusive means small, poorly fitted or top-dose-only effect, or effect the other way, or a change in a side signal; inactive means no such curve, though single readings can be large or run the other way; the % refers to the polarisation; further: potency means the concentration at half of the fitted maximal effect; on the % scale 0 is the no-effect control and ±100 the full control effect
G9a block – inhibitors of human histone lysine methyltransferase G9a; G9a H3K9 monomethylation, AlphaScreen, 2 h; Potency, µM (doses to about 102 µM), inactives show top-dose activity, negative = inhibition, actives largely listed as inhibitors; 350,000 compounds, 8.8% hits; AID 504332; further: potency means the concentration at half of the fitted maximal effect; on the % scale 0 is the no-effect control and ±100 the full control effect; nearly all actives have a fitted effect of over 75% in size
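Chemiluminescent proximity detection of H3K9 monomethylation, read after 10 min bead incubation in the dark. Reaction: 20 nM G9a, 500 nM biotin-H3K9 peptide, 20 uM SAM cofactor, 2 h, room temperature, following 15 min enzyme-compound preincubation.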
BAZ2B inh – inhibitors of human BAZ2B bromodomain. Q9UIF8. AlphaScreen BAZ2B-H3K14Ac peptide displacement. Potency, µM (highest dose often 114 µM), inactives show at the highest dose activity change, negative = inhibition, usual class: inhibitors. 360,000 compounds, 4.4% hits. AID 504333; further: potency means the concentration at half of the fitted maximal effect; on the % scale 0 is the no-effect control and ±100 the full control effect; nearly all actives have a fitted effect of over 60% in size
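Multi-concentration screen (max 110 uM) measuring displacement of acetylated histone H3 peptide from BAZ2B by AlphaScreen, using 50 nM protein, 50 nM peptide and 10 ug/mL streptavidin donor plus Ni-chelate acceptor beads.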
HP1b chromo inh – HP1-beta chromodomain-methylated histone interaction inhibition; AlphaScreen HP1-beta / biotin-H3K9me3 peptide binding; Potency, µM (highest dose often 114 µM), inactives show at the highest dose activity change, negative = inhibition, hits mostly inhibitors; 390,000 compounds, 0.56% hits; further: potency means the concentration at half of the fitted maximal effect; nearly all actives have a fitted effect of over 70% in size; inactives centre near 23
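AlphaScreen: HP1-beta (50 nM) preformed 30 min with biotin-H3(1-18)K9me3 peptide (50 nM) in PBS pH 7.4, 0.01% Tween-20. Compound added for 30 min at RT, then streptavidin donor/nickel chelate acceptor beads (10 ug/mL) for 30 min.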
PGK inhibitor – blocks T. brucei phosphoglycerate kinase. P07378. PGK/GAPDH coupled, Kinase-Glo luminescence, 60 min. Potency, µM (series often up to 57.5 µM), for the others: at the highest dose activity change, negative = inhibition, actives largely listed as inhibitors. 380,000 compounds, 0.043% hits; further: potency means the concentration at half of the fitted maximal effect; on the % scale 0 is the no-effect control and ±100 the full control effect; nearly all actives have a fitted effect of over 60% in size
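Luminescent ATP detection (Kinase-Glo Plus) follows a 60-minute room-temperature incubation, with wells lacking PGK as controls. Buffer: 100 mM TEA (pH 7.6), 5 mM MgCl2, 0.01% Tween-20. Coupling enzyme GAPDH (100 nM final) supplies unstable 1,3-BPG in-well.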
JMJD2A Tudor inh – inhibitors of human JMJD2A Tudor domain; AlphaScreen JMJD2A-Tudor / H3K4me3 peptide binding; Potency, µM (titrated, usually from 114 µM), without a hit: top-dose activity change, negative = inhibition, actives largely listed as inhibitors; 390,000 compounds, 4.4% hits; AID 504339; further: potency means the concentration at half of the fitted maximal effect; on the % scale 0 is the no-effect control and ±100 the full control effect; nearly all actives have a fitted effect of over 50% in size
Target sequence (O75164 whole entry, looked up, the tested form may be a part): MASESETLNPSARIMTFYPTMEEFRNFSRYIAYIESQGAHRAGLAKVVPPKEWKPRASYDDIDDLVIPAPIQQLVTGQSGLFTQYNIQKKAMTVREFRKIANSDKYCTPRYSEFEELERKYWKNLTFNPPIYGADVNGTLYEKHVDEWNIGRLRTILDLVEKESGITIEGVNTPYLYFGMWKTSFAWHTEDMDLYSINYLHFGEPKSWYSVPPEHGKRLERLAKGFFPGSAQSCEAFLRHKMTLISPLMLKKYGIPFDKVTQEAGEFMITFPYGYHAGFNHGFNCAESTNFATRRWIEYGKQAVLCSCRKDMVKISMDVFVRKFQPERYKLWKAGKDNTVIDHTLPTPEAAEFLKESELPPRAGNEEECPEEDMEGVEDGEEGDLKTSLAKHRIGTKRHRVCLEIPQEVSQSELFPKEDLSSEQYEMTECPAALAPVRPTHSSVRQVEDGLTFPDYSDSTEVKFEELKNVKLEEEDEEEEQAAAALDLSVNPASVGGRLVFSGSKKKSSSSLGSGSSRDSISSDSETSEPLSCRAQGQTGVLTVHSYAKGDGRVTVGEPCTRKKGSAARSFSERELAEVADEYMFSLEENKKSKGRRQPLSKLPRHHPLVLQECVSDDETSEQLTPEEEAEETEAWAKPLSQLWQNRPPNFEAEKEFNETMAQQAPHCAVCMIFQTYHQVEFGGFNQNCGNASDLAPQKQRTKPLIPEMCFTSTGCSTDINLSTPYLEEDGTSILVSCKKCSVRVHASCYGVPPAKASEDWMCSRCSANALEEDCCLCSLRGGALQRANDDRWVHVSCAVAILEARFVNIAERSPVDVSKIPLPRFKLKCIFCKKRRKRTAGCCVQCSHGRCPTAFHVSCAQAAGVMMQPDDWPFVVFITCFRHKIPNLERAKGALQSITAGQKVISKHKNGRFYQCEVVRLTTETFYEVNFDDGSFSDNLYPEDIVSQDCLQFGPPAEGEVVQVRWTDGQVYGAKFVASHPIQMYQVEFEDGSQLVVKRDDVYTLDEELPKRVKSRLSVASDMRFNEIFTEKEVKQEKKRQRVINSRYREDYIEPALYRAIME
GLS inhibitor – inhibitors of human glutaminase (GLS); O94925; GLS enzymatic activity, qHTS titration; 410,000 compounds, 0.21% hits; Potency, µM (series often up to 45.5 µM), for inactives: top-dose activity change, negative = inhibition, actives largely listed as inhibitors; AID 624170; further: potency means the concentration at half of the fitted maximal effect; on the % scale 0 is the no-effect control and ±100 the full control effect
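Assay buffer: 45 mM KH2PO4 pH 8.2, 0.02% Tween-20. hKGA acts on L-glutamine (1 mM solution added); product glutamate is reported by an oxidase/peroxidase Amplex Red coupling, with fluorescence taken at baseline and 30 min.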
Active calls of the source: *; i = inactive; ? = inconclusive; . = no result given; & = joins results of further samples; [ ] = remark or other dose. Unless noted, the call rests on the fitted dose curve; in most records, active means well fitted curve in the direction sought with a large enough effect; inconclusive means small, poorly fitted or top-dose-only effect, or another doubt; inactive means no such curve, though single readings can be large; an effect the other way counts as inactive or inconclusive.

SMILES	PI4K2A block	ERG-DNA inh	Pin1 inhibitor	G9a block	BAZ2B inh	HP1b chromo inh	PGK inhibitor	JMJD2A Tudor inh	GLS inhibitor
COc1ccccc1-c1cc(C(F)(F)F)n2ncc(S(=O)(=O)c3ccccc3)c2n1	2	-7%	1%	17%	4%	39%[activator]	-2%	-6%	-6%
CCc1cccc(NC(=O)CCS(=O)(=O)c2cc(Br)cc3c2N(C(C)=O)CC3)c1	-3	1%	0%	5%[59 µM]	2%	38%	-9%	-6%	1%
CCC(=O)Nc1ccc2nc(C)n(Cc3ccccc3Cl)c(=O)c2c1	1	2%	4%	6%[59 µM]	10%	15%	-3%	-16%	0%
CCCCNC(=O)CC1C(=O)N(Cc2ccccc2)C(C)c2nc3ccccc3n21 (stereo unspecified)	-1	0%	1%	30%[59 µM]	7%	29%	i	-20%	3%
Cc1ccc(C(=O)N2CCN=C2SCc2ccc([N+](=O)[O-])cc2)cc1	-3	0%	12%	?	-38%	-8%	-5%	-27%	8%
Cc1cc(/C=C(\C#N)C(=O)O)c(C)n1C1CC1	1	-3%	1%	?	?	10%	-2%	-31%	-6%
Cc1cc2ccccc2n2c(SCC(=O)Nc3ccc(S(=O)(=O)N4CCCCC4)cc3)nnc12	2	0%	19%	20%[59 µM]	-7%	10%	3%	-3%	6%
COc1cc(/C=C/C(=O)c2ccc(F)cc2)cc(OC)c1OC	4	-4%	3%	.	?	24%	-7%	-17%	-4%
Cc1ccnc(NC(=O)Cc2ccc([N+](=O)[O-])cc2)c1	6	2%	-2%	.	50µM*	33%	-7%	-3%	0%
CCOC(=O)CSc1nc(C)c2ccc(C)cc2n1	-13	3%	-1%	24%[59 µM]	21%	32%	-2%	2%	-7%
O=C(NCC1CCCO1)c1cc(-c2ccncc2)nc2ccc(S(=O)(=O)N3CCOCC3)cc12 (stereo unspecified)	7	-6%	-2%	?	10%	31%	i	-9%	-5%
CC(C)c1ccc(S(=O)(=O)c2nnn3c2nc(N2CCOCC2)c2sccc23)cc1	-4	0%	7%	12%[59 µM]	-3%	86%[activator]	i	1%	-2%
Cc1ccc(NC(=O)CN2C(=O)C(C)(C)c3cc(S(=O)(=O)N4CCCCC4)ccc32)c(Br)c1	-2	1%	6%	-4%[59 µM]	-2%	26%[57 µM]	-9%	-18%	-5%
Cc1cccc(NC(=O)Cc2csc(COc3cccc(C)c3)n2)c1	-1	0%	1%	1%[59 µM]	14%	14%	1%	-1%	-3%
CCOC(=O)CNC(=O)c1cccnc1	-1	-2%	3%	.	?	32%	-3%	14%[11.4 µM]	-10%
Cc1ccc(N(CN2C(=O)NC(C)(C)C2=O)CN2C(=O)NC(C)(C)C2=O)cc1	5	2%	-2%	-7%[12.7 µM]	-7%	-9%	i	-21%[57.1 µM]	14%
COc1ccc([N+](=O)[O-])cc1NC(=O)CCN1CCN(CCO)CC1	3	-2%	0%	11%[59 µM]	5%	13%	19%	0%	6%
COC(=O)/C(=N/Nc1ccccc1OC)N1CCCc2ccccc21	-1	-5%	12%	?	?	13%	0%	?	38%[activator]
Cc1nc(-c2cccc(NS(=O)(=O)c3ccc4ccccc4c3)c2)cs1	-2	5%	-3%	-36%	-4%	15%	-4%	3%	.
O=C(O)C1C(c2ccccc2)C(C(=O)OCc2ccco2)C1c1ccccc1 (stereo unspecified)	-4	2%	-11%	14%[59 µM]	-2%	15%	-2%	-24%	-2%
Cc1ccc(C(=O)N2CCN(c3cccc(C)c3C)CC2)cc1S(=O)(=O)N1CCOCC1	3	-3%	0%	16%[2.33 µM]	-3%	21%	-9%	-28%	2%
O=C(NC1CC1)c1cccc(NC(=O)C2CCC2)c1	3	7%	1%	.	.	22%	i	-19%	7%
COc1cc(SC)ccc1C(=O)OCC(=O)N1CC(=O)Nc2ccccc21	3	-6%	7%	.	.	13%	-7%	-10%	5%
CC1CCCN(CCCNC(=O)c2ccc(N3CCCC3=O)cc2)C1 (stereo unspecified)	-4	-6%	-2%	-19%	-13%	29%	i	-17%	-6%
Cc1cccc(C)c1NC(=O)C(C)c1ccc(-c2ccccc2)c(F)c1 (stereo unspecified)	2	4%	0%	16%[59 µM]	1%	35%	2%	12%	5%

Among those listed so far, 3 have a nitro group on carbon.
SMILES	PI4K2A block	ERG-DNA inh	Pin1 inhibitor	G9a block	BAZ2B inh	HP1b chromo inh	PGK inhibitor	JMJD2A Tudor inh	GLS inhibitor
Cc1ccc(C(=O)N2CCN=C2SCc2ccc([N+](=O)[O-])cc2)cc1	-3	0%	12%	?	-38%	-8%	-5%	-27%	8%
Cc1ccnc(NC(=O)Cc2ccc([N+](=O)[O-])cc2)c1	6	2%	-2%	.	50µM*	33%	-7%	-3%	0%
COc1ccc([N+](=O)[O-])cc1NC(=O)CCN1CCN(CCO)CC1	3	-2%	0%	11%[59 µM]	5%	13%	19%	0%	6%

Carrying on.
SMILES	PI4K2A block	ERG-DNA inh	Pin1 inhibitor	G9a block	BAZ2B inh	HP1b chromo inh	PGK inhibitor	JMJD2A Tudor inh	GLS inhibitor
COc1cc(C)c(C)cc1S(=O)(=O)n1c(C)nc2ccccc21	3	6%	-3%	.	-33%	16%	1%	?	51%[activator]
CCc1ccccc1NCc1cc(=O)oc2cc(C)ccc12	4	-4%	-2%	-27%	-33%	16%	9%	1%	-5%
O=c1[nH]c2ccc(Cl)cc2c(-c2ccccc2)c1N1CCN(CCO)CC1	2	-3%	6%	-1%	-24%	18%	i	-14%	15%
Cc1ccc(N(Cc2ccc([N+](=O)[O-])cc2)C(=O)c2ccco2)cc1	11	9%	-6%	-26%	?	-10%	4%	-29%[57.1 µM]	-4%
CC(C)(C)C(=O)O/N=C(\N)Cc1ccc(-c2csnn2)cc1	-3	-6%	-4%	.	6%	54%[activator]	2%	11%	-3%
COc1ccc2nc(SCC(=O)N(C)CC(=O)Nc3ccc(F)cc3)[nH]c2c1	-1	2%	4%	4%[0.501 µM]	6%	23%	-4%	1%	7%
CCCCC(=O)NC(=S)NNC(=O)CC	-23	-3%	0%	7.1µM*	18%	51%[activator]	-3%	7%[11.4 µM]	6%
CCCCOc1ccc(N2CC(C(=O)NCc3ccco3)CC2=O)cc1 (stereo unspecified)	8	-3%	-12%	17%	-13%	-16%	-8%	-28%	4%
COc1ccc(CCNC(=O)c2c(-c3ccccc3)noc2C)cc1OC	-1	.	1%	13%[59 µM]	5%	18%	-8%	-13%	-3%
COc1ccc2cc(C(=O)Nc3ccc(O)cc3)sc(=O)c2c1OC	-3	-12%	?	0%[59 µM]	-34%	32%	-6%	-25%	19%
O=C(CSc1ncc2c(n1)-c1ccc(Cl)cc1N(Cc1ccccc1)S2(=O)=O)Nc1ccccc1C(F)(F)F	1	1%	67%[activator]	-12%[59 µM]	-10%	13%	-4%	-10%	-9%
O=C(CC1N=C2c3ccccc3N=C(SCc3ccc(F)cc3)N2C1=O)NCCc1ccccc1 (stereo unspecified)	1	-9%	6%	11%[59 µM]	-7%	7%	-8%	-36%	2%
O=C(/C=C/c1cccc(F)c1)NCCCn1ccnc1	3	10%	3%	-2%	-12%	20%	1%	-17%	1%
CCOC(=O)Cc1csc(NC(=O)c2c(-c3ccccc3)noc2C)n1	3	7%	4%	-4%[12.7 µM]	-8%	21%	1%	-8%	5%
COc1cc(C(=O)O/N=C(\N)c2ccccn2)cc(OC)c1OC	-1	2%	1%	.	-6%	48%[activator]	-3%	-10%	3%
Brc1ccc(-c2csc(N3CCOCC3)n2)cc1	2	-5%	2%&0%	?	-24%	24%	2%	-14%&20%	6%
COc1ccccc1NC(=O)c1c(NC(=O)Cc2ccccc2)sc2c1CCC(C(C)(C)C)C2 (stereo unspecified)	-4	2%	0%	-46%[59 µM]	3%	33%	-2%	10%	-2%
Cc1oc2cc(O)ccc2c(=O)c1Oc1ccccc1	2	4%	-7%	.	4%	-3%	-1%	?	?
CN1CCc2c(OCC(=O)N3N=C(c4cccs4)CC3c3ccc(F)cc3)cccc2C1=O (stereo unspecified)	8	2%	44%[activator]	?	-9%	24%	-9%	-33%	-5%
CCOC(=O)C1CCN(C(=O)c2ccccc2NS(=O)(=O)c2cc(C)ccc2C)CC1	-5	-12%	-10%	-9%	-2%	30%	i	-25%	-9%
O=C(NCc1ccco1)/C(=C\C=C\c1ccccc1)NC(=O)c1ccccc1Br	0	-3%	1%	?	-36%	-23%	i	?	-6%

An excerpt from above, showing only HP1b chromo inh and JMJD2A Tudor inh.
Molecule	HP1b chromo inh	JMJD2A Tudor inh
O=C(NCc1ccco1)/C(=C\C=C\c1ccccc1)NC(=O)c1ccccc1Br	-23%	?
CN1CCc2c(OCC(=O)N3N=C(c4cccs4)CC3c3ccc(F)cc3)cccc2C1=O (stereo unspecified)	24%	-33%
CC(C)(C)C(=O)O/N=C(\N)Cc1ccc(-c2csnn2)cc1	54%[activator]	11%
COc1cc(C)c(C)cc1S(=O)(=O)n1c(C)nc2ccccc21	16%	?
